# Assay outcomes deposited in PubChem by National Center for Advancing Translational Sciences (NCATS).
# TDP1 cell noCPT: qHTS for Inhibitors of human tyrosyl-DNA phosphodiesterase 1 (TDP1): qHTS in cells in absence of CPT; DT40 Tdp1-/- hTDP1 cells, no CPT, ATP luminescence, 48 h; 420,000 tested, 15% active; Potency, µM (highest dose often 46.2 µM), for the others: at the top dose activity change, negative = growth inhibition, most hits filed as inhibitors; note: nearly all actives have a fitted effect of over 55% in size
#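 A cellular qHTS used chicken DT40 cells lacking endogenous Tdp1 but carrying stably transfected human TDP1. Compounds were applied without camptothecin, and cell growth kinetics were judged by ATP-dependent luminescence after ≥48 hr.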
# TDP1 inh: TDP1 (human) enzyme inhibition. 350,000 tested, 0.28% active. AID 485290. recombinant TDP1, AlphaScreen DNA substrate cleavage. Q9NUW8. Potency, µM (top dose mostly 130 µM), for the others: at the highest dose activity change, negative = inhibition, usual class: inhibitors; note: nearly all actives have a fitted effect of over 40% in size
# Target sequence (Q9NUW8 whole entry, looked up): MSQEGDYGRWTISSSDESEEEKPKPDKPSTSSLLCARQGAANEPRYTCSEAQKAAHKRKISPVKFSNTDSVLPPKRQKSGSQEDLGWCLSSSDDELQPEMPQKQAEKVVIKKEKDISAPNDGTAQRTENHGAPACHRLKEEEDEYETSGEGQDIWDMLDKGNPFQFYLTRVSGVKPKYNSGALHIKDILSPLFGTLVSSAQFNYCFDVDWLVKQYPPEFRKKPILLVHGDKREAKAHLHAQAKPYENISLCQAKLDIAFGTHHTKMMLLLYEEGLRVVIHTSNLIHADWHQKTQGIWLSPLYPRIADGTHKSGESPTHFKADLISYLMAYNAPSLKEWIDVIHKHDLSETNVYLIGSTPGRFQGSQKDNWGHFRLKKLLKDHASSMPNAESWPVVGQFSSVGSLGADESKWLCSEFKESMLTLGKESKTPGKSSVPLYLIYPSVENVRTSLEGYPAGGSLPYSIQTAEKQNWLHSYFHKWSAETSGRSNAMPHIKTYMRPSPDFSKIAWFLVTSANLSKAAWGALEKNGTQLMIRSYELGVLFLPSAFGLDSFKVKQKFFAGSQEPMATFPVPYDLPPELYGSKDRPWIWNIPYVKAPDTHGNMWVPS
#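 Here, a 5' biotin and 3' phosphotyrosine-FITC DNA oligonucleotide reports Tdp1 activity: intact substrate bridges AlphaScreen beads, while cleavage leaves a 3' phosphate and drops signal. All incubations at room temperature.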
# N370S GC mod: inhibits or activates N370S mutant glucocerebrosidase; Potency, µM (highest dose often 59.4 µM), for inactives: at the top dose activity change, negative = inhibition, actives largely listed as inhibitors; N370S GC spleen homogenate, 4MU-glucoside fluorescence; P04062; 330,000 tested, 0.092% active;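 note: 0% = full enzyme activity and -100% = no enzyme basal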
# An asterisk follows results filed as active; u = inconclusive; x = no result given; & = joins results of further samples; [ ] = another dose, or the depositor's remark. Calls come from the whole dose curve; as a rule, active = well fitted curve in the direction sought with a large enough effect; inconclusive = small, poorly fitted or top-dose-only effect, or another doubt; inactive = no such curve, though single readings can be large; an effect the other way counts as inactive or inconclusive. Unless noted, % is set by controls: 0 for no effect and ±100 for the full control effect; potency is the fitted concentration of half-maximal effect. An excerpt, so the mix of outcomes need not match the whole.
# Every second line gives: TDP1 cell noCPT, TDP1 inh, N370S GC mod
CC(=O)N1CCc2cc(Br)cc(S(=O)(=O)N3CCCCCC3)c21
  -15%, 0%, -19%
COc1ccc(CNC(=O)C[C@H]2C[C@H](C(=O)N3CCOCC3)[C@@]3(CCC4CCCC4)c4[nH]c5ccc(Cl)cc5c4CCN3C2=O)cc1OC
  18µM*, 3%[56.1 µM], x
O=C1C2CC=C(Cl)CC2C(=O)N1CCN1CCOCC1 (configuration not stated)
  -7%, 5%, -3%
c1ccc(-c2nc3cnccn3c2Nc2ccc3c(c2)OCCO3)cc1
  u, 5%, -9%
NC(=O)Cn1c(=O)n(Cc2ccccc2)c(=O)c2cccnc21
  -1%, x, 6%
Cc1cc(=O)[nH]c(SCCCOc2ccc(F)cc2)n1
  -10%, 7%, 1%
COc1ccccc1OCC(=O)O
  -7%&-10%, -2%, 6%&-3%
COC(=O)c1ccc(Cl)cc1NC(=O)Nc1nnc(N2CCCC2)s1
  -13%, 3%, x
CCc1nc(SCC(=O)Nc2ccc(C(=O)O)cc2)n[nH]1
  -2%, 0%, 4%
O=C(O)c1cccc(-n2cccc2/C=C2/NC(=O)N(c3ccc(Cl)cc3)C2=O)c1
  -9%, 0.04µM*, 4%
c1ccc(-n2nnc3ccccc32)nc1
  -5%, 0%, -3%
Cc1ccc(C(C)C)c(OCc2n[nH]c(=S)o2)c1
  -24%, 0%, 2%
COc1ccc(S(=O)(=O)N2CCN(c3ncnc4c(-c5ccccc5)nsc34)CC2)cc1
  u, -2%, 4%
Cc1noc(C)c1COc1ccccc1C(=O)N(C)CC(=O)Nc1cccc(F)c1
  -19%, x, 3%
CCCc1c(C)c2c(C)[nH]nc2oc1=O
  1%, -4%, 17%

# Two entries from above, with tabs:
structure	TDP1 cell noCPT	TDP1 inh	N370S GC mod
Cc1cc(=O)[nH]c(SCCCOc2ccc(F)cc2)n1	-10%	7%	1%
COc1ccc(CNC(=O)C[C@H]2C[C@H](C(=O)N3CCOCC3)[C@@]3(CCC4CCCC4)c4[nH]c5ccc(Cl)cc5c4CCN3C2=O)cc1OC	18µM*	3%[56.1 µM]	x

# Further results follow.
# Every second line gives: TDP1 cell noCPT, TDP1 inh, N370S GC mod
COc1ccc(-c2cn3cccnc3n2)cc1NC(=O)COc1ccccc1
  13µM*, 8%, x
CN1CCN(Cc2nc3c(c(=O)n(C)c(=O)n3C)n2CCCc2ccccc2)CC1
  -14%, -1%, 5%
COc1ccc(-c2ccc(OC)c(C3C4C=CCCC4(C)C(=O)N3Cc3ccccc3)c2)cc1 (configuration not stated)
  x, 9%, 5%
O=C(COC(=O)c1cc(=O)[nH]c2ccccc12)Nc1nccs1
  1%, 0%, -9%
O=C(Nc1cccc(Cl)c1)O/N=C\c1ccncc1
  -5%, 0%, -6%
CS(=O)(=O)c1ccc2nc(NC(=O)C3CCCO3)sc2c1 (configuration not stated)
  4%, 3%, 9%
COc1ccccc1C(CC(=O)Nc1ccccc1C)c1ccc(OC(C)C)cc1 (configuration not stated)
  u, 9%, 13%
O=C(OCC#CCSc1nnc(-c2ccncc2)o1)c1cccs1
  -9%, 1%, -2%
CCOc1ccccc1NC(=O)CSc1nnc2ccc(-c3ccccn3)nn12
  u, -3%, 2%
COc1cc(OC)cc(C(=O)OCC(=O)NCCCc2ccccc2)c1
  3%, x, -1%
CC(NC(=O)c1ccccc1NC(=O)CN1CCN(c2ccccc2O)CC1)c1ccccc1 (configuration not stated)
  u, 0%, x
CS(=O)(=O)N1CCC(C(=O)Nc2cccc(F)c2)CC1
  8%, x, 4%
COc1ccc(C2C(=O)N(C3CCCCCC3)CC(=O)N2CCc2ccccc2)cc1 (configuration not stated)
  u, 3%, x
COc1cc(C(=O)OCC(=O)Nc2nnc(-c3ccccc3)o2)cc(OC)c1OC
  -6%, -6%[0.505 µM], 1%
N#CC1(NC(=O)CN2C(=O)NC(c3ccccc3)(c3ccccc3)C2=O)CCCC1
  0%, 0%[56.1 µM], x
CCCC(=O)Nc1nnc(S(=O)(=O)N(CC(C)C)c2ccccc2)s1
  11%, x, -3%
CC(=O)Nc1ccc(-c2csc(NC(=O)Cc3cccc(F)c3)n2)cc1
  23µM*, 14%, 0%
CCn1c(CO)nc2c1c(=O)[nH]c(=O)n2Cc1ccccc1
  -1%, x, 0%
CCCOc1ccc(C2C(=O)N(C3CCCCCC3)CC(=O)N2Cc2ccco2)cc1OC (configuration not stated)
  u, 4%, 0%
COc1ccc(-c2cc(C(=O)Nc3ccc(S(N)(=O)=O)cc3)c3ccccc3n2)cc1OC
  u, x, 18%
Brc1ccc(COc2ncnc3ccccc23)cc1
  -17%, 0%, 15%
COc1ccc(NC(=O)CN(C)C(=O)c2c(C)nn(Cc3ccc(C)cc3)c2Cl)cc1
  u, 1%, x
COc1ccc(Cl)cc1S(=O)(=O)N1CCN(CC(=O)Nc2ccccc2C(F)(F)F)CC1
  u, 2%, x
Cn1cnnc1SCC(=O)Nc1cccc(S(=O)(=O)N2CCOCC2)c1
  2%, -3%, 0%
CC1=C(C)CS(=O)N(S(=O)(=O)c2ccccc2)C1 (configuration not stated)
  10µM*, -4%, 2%
CC(/C=N/NC(=O)c1ccc(Br)cc1)=C\c1ccccc1
  -17%, x, 6%
C=CCNCC(=O)N1N=C(c2ccc3ccccc3c2)CC1c1ccc(OC)cc1 (configuration not stated)
  13µM*, -1%, -19%
O=C(c1cc(C(F)(F)F)cc(C(F)(F)F)c1)N1CCC2(CCN(Cc3ccccc3)CC2)CC1
  u, x, -2%
N#Cc1c(N2C(=O)c3ccc(C(=O)O)cc3C2=O)sc2c1CCCC2
  -4%, x, -10%
CCOc1cc(C2/C(=C(/O)c3ccc(OC(C)C)cc3)C(=O)C(=O)N2CCCOC)ccc1O (configuration not stated)
  2%, -7%, -22%
Cc1cc(C)nc(NC(=O)c2ccc([N+](=O)[O-])o2)n1
  13µM*, u, -15%
CN(C(=O)CCn1c(=S)oc2ccccc21)C1CCCCC1
  u, x, 6%
Cc1cc(NC(=O)CC(CN(C)S(=O)(=O)c2ccccc2)c2ccccc2)no1 (configuration not stated)
  -71%, 0%, 4%
CC(C)(C)OC(=O)N1CCCC(C(=O)Nc2ccc(C(=O)N3CCCCC3)cc2)C1 (configuration not stated)
  u, 2%, x
CC(C)(C)c1ccc(OCC(=O)NNC(=S)NC(=O)c2ccccc2[N+](=O)[O-])c(Br)c1
  16µM*, 11%, -6%
CC(=O)c1ccc(OCCCC(=O)N2CCN(S(=O)(=O)c3ccc(C)cc3C)CC2)cc1
  u, -20%[0.505 µM], -8%
COC(=O)N1C(/C=C/C=C/c2ccc(OC)cc2)=Cc2ccccc2C1CC(C)=O (configuration not stated)
  x, -5%[12.3 µM], -10%[12.8 µM]
O=C(COc1ccc(Cl)cc1Cl)N/N=C1\CCCc2ccccc21
  u, 1%, 1%
O=C1[C@@H]2[C@H]3C(=CC[C@@H]2C(=O)N1Cc1ccccc1)C1(OCCCO1)[C@H]1O[C@@H]1[C@H]3O
  x, 3%[21 µM], 3%[12.8 µM]
CCCC(=O)Nc1ccccc1NC(=O)CCC
  -12%, 0%, -2%
O=C(O)c1ccc(-c2ccc(Cl)cc2Cl)o1
  -2%, 2%, 4%
O=C1c2ccccc2C2(c3ccc(F)cc3)NCCN12 (configuration not stated)
  21%, -4%, -22%
O=C(COC(=O)CNC(=O)c1cccc([N+](=O)[O-])c1)Nc1cccc(S(=O)(=O)N2CCCCC2)c1
  u, 3%, -3%
Cc1nc2sc(C(c3ccccc3)N3CCN(C(=O)c4ccco4)CC3)c(O)n2n1 (configuration not stated)
  4%, 10%, 2%
CCN(CC)S(=O)(=O)c1ccc(OC)c(NC(=O)CSc2cc(C)ccc2C)c1
  u, 2%, 3%

# Single values from the list:
# For TDP1 inh, `CCCC(=O)Nc1ccccc1NC(=O)CCC` has 0%
# For TDP1 inh, `Cc1cc(NC(=O)CC(CN(C)S(=O)(=O)c2ccccc2)c2ccccc2)no1` (configuration not stated) has 0%
# For TDP1 inh, `O=C(O)c1ccc(-c2ccc(Cl)cc2Cl)o1` has 2%
# For TDP1 inh, `Cc1nc2sc(C(c3ccccc3)N3CCN(C(=O)c4ccco4)CC3)c(O)n2n1` (configuration not stated) has 10%

# (listing goes on)
# Every second line gives: TDP1 cell noCPT, TDP1 inh, N370S GC mod
COc1ccccc1C(=O)Nc1cc2cc(Cl)ccc2oc1=O
  u, 1%, 9%
CN(C)S(=O)(=O)N(CC(=O)N1CCC(Cc2ccccc2)CC1)c1ccccc1
  u, 1%, 7%
CC1CCN(C(=O)C2CCN(S(=O)(=O)c3cccc4cccnc34)CC2)CC1
  u, 1%, 0%
CC1(C)CC(=O)/C(=C(/O)CCCN2C(=O)c3ccccc3C2=O)C(=NC(C)(C)C)C1
  -23%, 8%, 8%
COC(=O)c1ccc(CSc2nc3ccccc3c(=O)n2CC(C)C)o1
  u, -2%, 12%
Cc1ccc(S(=O)(=O)N(CC(=O)N(C)C)c2cccc([N+](=O)[O-])c2)cc1
  u, 0%, 1%
CCOc1ccc(Br)cc1S(=O)(=O)N1CCCC1
  -22%, 3%[56.1 µM], 3%
CCCN1CN(CCc2ccccc2)CNC1=S
  u, -6%, 3%
CN(CC(=O)NC1CCN(Cc2ccccc2)CC1)S(=O)(=O)c1ccc(Cl)cc1
  u, 0%, x
Oc1ccccc1/C=N/n1c(COc2ccccc2)n[nH]c1=S
  -22%, x, -3%
CCN(CC)CCN1C(=O)c2oc3ccccc3c(=O)c2C1c1ccccc1 (configuration not stated)
  5%, -6%, 10%
COc1cc(CNc2ncc(-c3ccc(Br)cc3)n2C)cc(OC)c1OC
  u, x, -11%
CCn1nnc2cc(C(=O)Nc3cc(S(C)(=O)=O)ccc3Cl)ccc21
  -7%, 3%[56.1 µM], 3%
CC1(C)CC(=O)C2=C(C1)N(CCN1CCOCC1)C1=C(C(=O)CC(C)(C)C1)C2c1ccc(Cl)c([N+](=O)[O-])c1
  u, 4%, -3%
S=C(Nc1ccc(CN2CCCCC2)cc1)Nc1cccc(Cl)c1Cl
  18µM*, 5%[56.1 µM], -5%
Cc1nc(NC(=O)C2CC3CCCC(C2)C3=O)sc1C (configuration not stated)
  4%, 3%, 5%
COc1ccc(NC2=C(C)C(=O)CC2)cc1
  u, -3%, -10%
Cc1ccn2c(Nc3ccccc3C)c(-c3cccnc3)nc2c1
  u, 3%&0%, -3%
CCCc1nn2c(=O)cc(O)nc2s1
  -17%, -5%, 1%
O=C1C2C3C=CC(CC3)C2C(=O)N1c1ccc(F)cc1 (configuration not stated)
  4%, x, -1%
Cc1ccc(C(C)C)c(OCCN2CCc3ccccc3C2)c1
  u, x, -16%
O=C(CCc1nc2ccccc2c(=O)[nH]1)NNC(=O)COc1ccccc1Cl
  u, 3%[0.505 µM], 1%
COC(=O)c1ccc(OC)c(CN2CCCN(Cc3cc(C)ccc3C)S2(=O)=O)c1
  u, x, 24%
Cc1cc(NC(=O)c2ccc(NC(=O)C3CC3)cc2)no1
  -10%, 3%, 14%
O=C(CC1C(=O)NCCN1Cc1ccccc1)NCCC1=CCCCC1 (configuration not stated)
  -5%, 3%, -18%
CC(=O)Nc1nc(C)c(-c2csc(Nc3ccc(S(N)(=O)=O)cc3)n2)s1
  -28%, 1%, 5%
CCOc1ccc(-n2c(C)c(C(C)=O)c(C(C)=O)c2C)cc1
  u, 2%, -2%
Cc1ccc(NC(=O)c2ccc(Cn3cc(Br)cn3)o2)cc1
  21µM*, -12%, 7%
COCCN(C(=O)CSc1nnc(C)n1-c1ccccc1)c1c(N)n(Cc2ccccc2)c(=O)[nH]c1=O
  -10%, 5%, u
O=C(NCCN1CCOCC1)c1c(F)c(F)c(F)c(F)c1F
  17%, 3%, -10%
CCOCC(O)CNC(=O)c1ccc(OC2CCN(C(=O)c3cccnc3)CC2)cc1 (configuration not stated)
  0%, x, 13%
CC(=O)Nc1cccc(NC(=O)C2CC3CCC2C3)c1 (configuration not stated)
  -2%, 7%, 8%
Cc1ccc(OC(=O)CSc2nnc(-c3cccs3)o2)cc1
  3%, 3%, x
CCOC(=O)CC(NC(=O)c1ccc(C)cc1)c1ccc(OC)cc1 (configuration not stated)
  -23%, 1%, 2%
O=C(O)CCCCCN1C(=O)CCC1=O
  -9%, -6%, 2%
COc1ccc(Nc2nc(-c3ccncc3)nc3ccccc23)cc1
  10µM*, x, -25%
COc1ccc(-c2cc(C(F)(F)F)n3nc(C(=O)Nc4c(C)n(C)n(-c5ccccc5)c4=O)c(Cl)c3n2)cc1
  u, -3%, -3%
Cc1ccc(-c2nn3c(C)nnc3s2)cc1N
  0%, 2%, -7%
CC1(C)CC(=O)C2=C(C1)OC(N)=C([N+](=O)[O-])C2c1ccc(F)cc1 (configuration not stated)
  1%, 7%, 6%
CCCCSc1ncnc2c1c(-c1ccccc1)cn2-c1cccc(F)c1
  -8%, 0%, x
CSc1nc(C)c2c(n1)N(c1ccc(F)cc1)CC2
  u, -2%, 5%
